Source: PubChem (several laboratories)
Tb MetRS inh: blocks T. brucei methionyl-tRNA synthetase activity. AID 624268. purified T. brucei MetRS, ATP depletion, Kinase-Glo luminescence. 360,000 tested, 0.4% active. inhibition, % at 11.9 µM;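 active = inhibition above a per-plate cutoff of the control wells' mean inhibition plus 3 SD, cut at about 5.5% in these data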;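 also: 0% = DMSO wells median and 100% = median of wells with control inhibitor compound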
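Material – parasite MetRS enzyme · Medium – HEPES-MgCl2-KCl buffer plus DTT, spermine, BSA, pyrophosphatase · Reagent – ATP, methionine and E. coli bulk tRNA substrates · Times – 15 min enzyme-compound preincubation, 2 h reaction, 10 min detection, 25 °C · Measured by – luminescence of leftover ATP · Evaluation – percent inhibition relative to median high and low control wells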
Scp1 inh: inhibitors of human Scp-1 phosphatase | Q9GZU7 | Recombinant Scp1, phosphopeptide, malachite green phosphate absorbance | inhibition, % at 20 µM | 340,000 tested, 0.88% active | AID 493091;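 active = inhibition above about 50% at 20 µM, limit read from the data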;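 also: plate controls were DMSO wells with enzyme for no effect and wells lacking enzyme for full effect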
Target sequence (Q9GZU7 76-261 limits assumed): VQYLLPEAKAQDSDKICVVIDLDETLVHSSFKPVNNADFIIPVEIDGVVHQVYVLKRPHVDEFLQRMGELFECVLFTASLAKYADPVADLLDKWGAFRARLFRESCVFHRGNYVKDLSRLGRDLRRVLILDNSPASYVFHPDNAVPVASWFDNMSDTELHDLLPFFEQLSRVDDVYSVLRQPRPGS
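System: SCP-1 catalytic domain; Reagent: Phospho 17-mer peptide substrate; Doses: one concentration, 20 µM, with 1.0% DMSO; Incubation: 45 min room-temperature reaction, 5 min colour, 30 min stabiliser; Signal: Phosphate-binding colour reagent, absorbance read at 630 nm.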
Rpn11 inh: inhibitors of human proteasome Rpn11 | calls only at 20 µM | human 26S proteasome, Ub4-pepOG fluorescence polarization; 20S core pre-blocked with epoxomicin | 360,000 tested, 0.59% active;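 active = inhibition at 20 µM, scaled to each plate's controls, above about 33%, limit read from the data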
NadD inh: blocks S. aureus nicotinate mononucleotide adenylyltransferase; inhibition, % at 20 µM; purified NadD enzyme, colorimetric absorbance read-out; 360,000 tested, 0.78% active; AID 602399; in the data active = inhibition above about 26%; also: some compounds past the cut are filed as inactive
DNMT1 block: inhibitors of human DNMT1; P26358; DNMT1 molecular beacon, Hinp1I cleavage, fluorescence; inhibition (reported as % activation of signal), % at 10 µM; 360,000 tested, 0.83% active; AID 588458; in the data active = inhibition above about 50%
STEP block: inhibitors of human striatal-enriched phosphatase STEP. P54829. recombinant STEP, OMFP fluorogenic substrate, fluorescence. inhibition, % at 20 µM. 360,000 tested, 0.25% active;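 active = inhibition at 20 µM, scaled per plate between control wells, above about 37%, limit read from the data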;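 also: 0% = DMSO with enzyme and substrate and 100% = substrate only without enzyme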
Target sequence (P54829 whole entry, looked up): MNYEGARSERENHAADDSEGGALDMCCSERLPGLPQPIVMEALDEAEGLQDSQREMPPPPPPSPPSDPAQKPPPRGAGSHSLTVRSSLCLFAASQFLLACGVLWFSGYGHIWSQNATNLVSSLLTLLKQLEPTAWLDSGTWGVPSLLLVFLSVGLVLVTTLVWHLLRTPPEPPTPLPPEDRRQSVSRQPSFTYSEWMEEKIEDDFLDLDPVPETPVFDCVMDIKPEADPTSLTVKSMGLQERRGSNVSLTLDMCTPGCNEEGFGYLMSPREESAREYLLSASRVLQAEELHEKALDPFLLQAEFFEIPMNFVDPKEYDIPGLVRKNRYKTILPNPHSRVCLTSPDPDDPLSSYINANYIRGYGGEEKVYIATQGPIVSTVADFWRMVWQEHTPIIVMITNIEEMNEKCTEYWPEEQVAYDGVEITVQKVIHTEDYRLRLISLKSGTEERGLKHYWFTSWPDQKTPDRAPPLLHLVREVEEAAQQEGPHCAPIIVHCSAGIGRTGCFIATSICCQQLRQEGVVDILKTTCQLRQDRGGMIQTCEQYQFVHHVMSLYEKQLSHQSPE
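System: STEP (striatal-enriched tyrosine phosphatase) enzyme, cell-free; medium: Bis-Tris pH 6.0 buffer with DTT, detergent; dosing: 20 µM, 1% DMSO; times: reaction 20 min, ambient temperature; detection: fluorescence, 480/540 nm; read-out basis: normalized % inhibition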
MsrA inh: inhibits bovine methionine sulfoxide reductase A. purified bovine MsrA, absorbance read-out. inhibition, % at 15.5 µM. 360,000 tested, 0.75% active; in the data active = inhibition above about 4.5%;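 also: 0% = vehicle wells with enzyme and 100% = reference inhibitor wells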
SUMO1 PPI mod: SUMO1-SIM interaction modulation; P63165; SUMO1 binding to a labelled peptide, TR-FRET, 1 h; inhibition, % at 20 µM; 360,000 tested, 0.33% active; AID 602429; in the data active = inhibition above about 37%
CSN deneddyl inh: inhibitors of human CSN-mediated cullin deneddylation | 360,000 tested, 0.38% active | Purified CSN, SCF-Nedd8-OG deneddylation, fluorescence polarization | AID 651999 | inhibition, % at 12.5 µM;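 active = pattern-corrected inhibition above about 35%, with an unprinted fluorescence ratio check between 0.5 and 1.5, limit read from the data, passing the limit was not always enough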;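 also: 0% = enzyme with substrate and 100% = substrate without enzyme; some results filed as inactive read as strong as hits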
Target sequence (Q92905 whole entry, looked up, one chain of several): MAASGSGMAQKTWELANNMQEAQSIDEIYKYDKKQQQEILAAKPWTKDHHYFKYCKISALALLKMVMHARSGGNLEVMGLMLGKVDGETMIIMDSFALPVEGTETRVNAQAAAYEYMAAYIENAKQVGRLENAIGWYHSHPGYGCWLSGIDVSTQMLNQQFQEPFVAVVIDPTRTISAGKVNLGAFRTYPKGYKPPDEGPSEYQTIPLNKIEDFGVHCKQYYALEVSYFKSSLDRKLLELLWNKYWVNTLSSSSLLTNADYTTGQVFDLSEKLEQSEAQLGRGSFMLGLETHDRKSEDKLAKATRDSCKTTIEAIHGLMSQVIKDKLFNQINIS
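Assay system: Purified human Csn5 enzyme expressed in HEK293T cells | Amount: Enzyme 0.24 nM | Measured by: Fluorescence polarization readout | Medium: Tris/NaCl/DTT buffer, pH 7.5 | Compound dosing: One concentration, 12.5 µM, 0.25% DMSO | Times: 90 min incubation of compound, enzyme and substrate at room temperature | Control set: no-enzyme wells high, enzyme-with-substrate wells low | Read-out: % inhibition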
LMPTP inh: LMPTP (human) inhibition; P24666; recombinant LMPTP-A, OMFP fluorogenic substrate, fluorescence intensity; inhibition, % at 20 µM; 360,000 tested, 0.22% active; AID 651560;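 active = compounds that cut the enzyme signal by at least half of the control window in the single-dose screen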;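 also: plate controls were DMSO wells with enzyme plus substrate for no effect and substrate without enzyme for full effect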
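material = LMPTP-A | quantity = 0.625 nM enzyme | reagent = OMFP substrate, 400 µM final | buffer or medium = Bis-Tris pH 6.0, DTT, detergent | detection = endpoint fluorescence intensity from OMFP dephosphorylation | dosing = single 20 µM dose | read-out basis = % inhibition relative to no-enzyme and uninhibited control wells | control set = no-enzyme and uninhibited controls | timing = 50 min at room temperature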
The depositor's hits bear a star; i = inactive; nt = not tested or not shown.

The line under a structure holds: NadD inh	LMPTP inh	Tb MetRS inh	STEP block	DNMT1 block	MsrA inh	SUMO1 PPI mod	CSN deneddyl inh	Rpn11 inh	Scp1 inh
COc1ccc(C(=O)OCc2nc(N)nc(Nc3ccccc3C)n2)cc1OC
 : 1	0.6	0.2	-2	-4	0.7	1	4	i	-6
CC(C)C(=O)Nc1ccc(C(=O)Nc2nnc(C(C)C)s2)cc1
 : -5	-0.4	-0.6	-1	1	0.1	3	-6	i	-8
CC(C)(C)c1ccc(Oc2ccc(N)cc2)cc1
 : 0	0.3	-0.7	3	7	-0.2	1	-2	i	-7
CCCCn1c(SCC(=O)N(C)C2CCS(=O)(=O)C2)nc2cc(S(N)(=O)=O)ccc21 (centres undefined)
 : -1	-0.5	0.4	-2	0	-0.5	3	-1	i	-4
CCN(CC)CCNc1ccnc2cc(Cl)ccc12
 : -3	2.7	-0.1	2	4	2.1	5	6	i	-6
O=C(Nc1nnc(C2CC2)s1)c1cc([N+](=O)[O-])ccc1N1CCCCC1
 : 6	3.0	-0.2	4	-5	1.7	-15	-12	i	-9
O=C(NCC(c1ccco1)N1CCOCC1)c1ccccc1 (centres undefined)
 : 4	0.1	-0.4	1	0	-0.2	-2	0	i	0
C[C@]12c3[nH]c4ccc(Cl)cc4c3CCN1C(=O)[C@@H](CC(=O)NCCCn1ccnc1)C[C@@H]2C(=O)N1CCCCC1
 : 9	-8.9	-0.2	-2	3	0.1	-5	-2	i	1
COc1ccc(C(=O)NCC(=O)OCCCOC(=O)CNC(=O)c2ccc(OC)c(OC)c2)cc1OC
 : 15	-0.2	-0.3	0	0	0.3	0	-4	i	-4
Cc1cccc(N(C)C(=O)CN(C)S(=O)(=O)c2ccc3c(c2)c(=O)n(C)c(=O)n3C)c1
 : 7	0.3	-0.1	-1	-4	0.6	-1	0	i	-2
CCCCC(=O)N1CCCC(c2nc(-c3cccc(OC)c3)no2)C1 (centres undefined)
 : -5	0.2	0.4	5	-1	-0.1	2	-5	i	-11
CN1CCN(S(=O)(=O)c2ccc(-c3ccccc3)cc2)CC1
 : -5	0.3	-0.6	-2	2	1.8	-2	-7	i	-7
O=C(N[C@@H](Cc1ccccc1)C(=O)NC1CC1)c1ccc(Cl)cc1
 : -3	0.1	-0.9	-1	3	1.0	-2	4	i	-3
CCCN(CC(=O)Nc1ccccc1C)C(=O)c1cccc(S(=O)(=O)N2CCc3ccccc3C2)c1
 : 0	2.7	-0.2	-2	4	-0.8	0	3	i	-10
COc1ccc(-c2nnc(C3CCN(S(=O)(=O)c4ccccc4)CC3)o2)cc1
 : -2	-1.6	-0.2	1	-1	nt	0	0	i	-12
COc1ccccc1N(C(=O)c1ccco1)C(C(=O)NC1CCCC1)c1ccc(N2CCOCC2)cc1 (centres undefined)
 : 0	-0.6	-1.2	-3	3	0.7	4	1	i	-7
CCCSc1nnc(Sc2nnnn2-c2ccccc2)s1
 : -8	-1.1	-1.6	3	18	1.9	4	7	i	-16
Fc1ccc(N2CCN(Cc3cnc(Cl)s3)CC2)cc1
 : 4	-0.3	0.0	-1	0	0.4	-2	1	i	-11
CCn1nnc(NC(=O)c2ccc([N+](=O)[O-])o2)n1
 : -5	0.2	0.1	2	-2	1.0	-4	-2	i	-2
O=C(OC1CCCCC1=O)c1ccc(F)c(S(=O)(=O)N2CCOCC2)c1 (centres undefined)
 : 0	-0.7	-0.3	-1	-3	nt	4	3	i	39
Cc1cccc(-c2nc(S(=O)(=O)c3ccc(F)cc3)c(NCCCN3CCOCC3)o2)c1
 : -15	-0.2	-0.3	0	0	0.6	1	4	i	-8
CCCCOc1ccc(C(=O)NN2C(=O)NC3(CCCCC3)C2=O)cc1OC
 : 0	-0.5	-0.2	1	1	-1.5	1	-2	i	-4
COC(=O)N1CC(C)N(C(=O)OC)CC1C (centres undefined)
 : 1	-2.7	-0.4	1	2	0.2	-2	3	i	-15
CCOC(=O)/C(=N\Nc1ccc(C(C)=O)cc1)c1csc(Nc2ccccc2)n1
 : 10	0.4	0.3	-6	-1	-1.6	2	28	nt	-7
Cn1cc(-c2cnc3c(NC=O)cc(-c4cccc(C(F)(F)F)c4)cn23)cn1
 : -1	-0.4	-0.3	0	-1	1.3	-5	7	i	nt
O=C(COc1ccccc1[N+](=O)[O-])N/N=C/C=C/c1ccco1
 : 7	1.2	0.4	2	2	3.4	-14	10	i	-7
O=C/C(=C\Nc1ccc(S(=O)(=O)CCO)cc1)c1nc2cc(Cl)ccc2o1
 : 9	2.0	0.2	4	-22	2.1	-12	-3	i	3
Cc1ccc(NC(=O)N2CCCC2C(=O)Nc2ccc3c(c2)OCO3)cc1 (centres undefined)
 : -5	0.4	-0.4	4	-5	-0.4	4	-2	i	-9
Cc1ccc(N(C)S(=O)(=O)c2cccc(C(=O)NNC(=O)c3ccncc3)c2)cc1
 : 0	-2.0	-0.5	-5	6	-0.1	2	-5	i	8
Cc1ccc(NS(=O)(=O)c2cc(N)ccc2Cl)c(C)c1
 : -2	0.4	-0.7	2	-5	0.1	-1	2	i	-1
C[C@@H]1CN([C@H](C)CO)S(=O)(=O)c2ccc(Br)cc2O[C@@H]1CN(C)C(=O)CN1CCOCC1
 : 5	-3.6	-1.2	-1	9	-0.1	2	-4	i	nt
Cc1nc(SCC(=O)NCC2CCCO2)c2oc3ccccc3c2n1 (centres undefined)
 : -5	-7.5	-0.3	0	0	1.4	7	-4	i	-1
O=C(Nn1cnnc1)c1cc2cc(Br)ccc2oc1=O
 : 2	-0.8	-0.2	0	4	1.6	-7	-6	i	-1
COc1ccccc1NS(=O)(=O)c1cccc(C(=O)N/N=C(/C)c2ccc(-n3ccnc3)cc2)c1
 : 27	8.9	0.1	3	-6	0.0	-17	0	i	-5
COc1ccc(-n2cc(CN(C)CCO)c(-c3cccc(F)c3)n2)cc1
 : -3	-0.4	-0.3	0	4	-1.2	0	-2	i	-4
COc1cc(NC(=O)Nc2ccc(C)cc2)cc([N+](=O)[O-])c1
 : 2	-0.1	1.2	-2	1	-1.1	-6	-2	i	-6
N=C1C(=O)OCC1c1ccccc1NC(=O)c1ccccc1 (centres undefined)
 : -1	0.0	-0.7	1	5	-0.3	-2	-1	i	-8
O=C(NCCC1=CCCCC1)C1CCN(S(=O)(=O)c2cccs2)CC1
 : 3	-0.6	-0.8	3	-2	nt	-2	-2	i	-2
NC(=S)Nc1ccc(Oc2ccc(NC(N)=S)cc2)cc1
 : 4	2.4	-0.9	-2	-12	-0.9	-1	5	i	0
NC(=O)C[N+]1(CC#CC(O)(c2ccccc2)c2ccccc2)CCCC1
 : 23	-2.9	-0.4	-2	6	2.1	1	-15	i	31

Molecules shown so far with an aryl thioether with sulfur outside any ring:
The line under a structure holds: NadD inh	LMPTP inh	Tb MetRS inh	STEP block	DNMT1 block	MsrA inh	SUMO1 PPI mod	CSN deneddyl inh	Rpn11 inh	Scp1 inh
CCCCn1c(SCC(=O)N(C)C2CCS(=O)(=O)C2)nc2cc(S(N)(=O)=O)ccc21 (centres undefined)
 : -1	-0.5	0.4	-2	0	-0.5	3	-1	i	-4
CCCSc1nnc(Sc2nnnn2-c2ccccc2)s1
 : -8	-1.1	-1.6	3	18	1.9	4	7	i	-16
Cc1nc(SCC(=O)NCC2CCCO2)c2oc3ccccc3c2n1 (centres undefined)
 : -5	-7.5	-0.3	0	0	1.4	7	-4	i	-1

(listing goes on)
The line under a structure holds: NadD inh	LMPTP inh	Tb MetRS inh	STEP block	DNMT1 block	MsrA inh	SUMO1 PPI mod	CSN deneddyl inh	Rpn11 inh	Scp1 inh
C=CCn1c(SCC(=O)N(CC)CC)nc(O)cc1=O
 : 2	-1.6	-0.2	-4	4	2.0	-1	0	i	-1
Cc1cc(C)cc(NC(=O)CSc2nnc(CNC(=O)c3cccs3)o2)c1
 : 0	-0.4	-0.2	0	-1	-0.9	3	8	i	-6
C[C@H]1CN([C@@H](C)CO)C(=O)CCCn2nncc2CO[C@H]1CN(C)S(=O)(=O)c1cccs1
 : 2	-2.6	-1.2	-1	1	0.6	2	6	i	nt
COc1ccc(N2CCN(C(CNC(=O)C(=O)NCc3cccnc3)c3ccco3)CC2)cc1 (centres undefined)
 : 3	-1.3	0.1	2	12	0.8	25	-2	i	-6
OCCNC(=S)NCc1ccccc1
 : 4	-0.9	4.5	-1	-3	-1.0	-3	0	i	-11
CCOC(=O)CN(c1sc(C)c(C)c1C(=O)OCC)S(=O)(=O)c1ccc(C)cc1
 : -6	2.2	0.5	2	4	-0.7	-1	2	i	nt
O=C(CN1CCOCC1)N1CCN(c2nnc(-c3ccccc3)c3ccccc23)CC1
 : 4	0.6	-0.1	-3	1	0.5	7	-4	i	-6
COc1ccc(-c2nc(SC(C)C(=O)Nc3ccc(NC(C)=O)cc3)n[nH]2)cc1 (centres undefined)
 : -2	-1.3	-0.4	-4	1	0.4	1	2	i	-6
COc1ccccc1CNCC(c1ccccc1)c1ccccc1
 : -3	-0.3	-0.2	1	1	-1.1	3	-1	i	nt
COc1ccc(OC)c(S(=O)(=O)NCc2cn3ccsc3n2)c1
 : 0	-1.6	-1.6	-4	2	0.9	0	0	i	3
O=C(Nc1nccs1)C1CCN(S(=O)(=O)c2c(Cl)cccc2Cl)CC1
 : 4	-0.5	-0.2	-4	-5	-0.4	0	1	i	9
CC1CC(C)CN(S(=O)(=O)c2ccc(C(=O)Nc3sccc3C(N)=O)cc2)C1 (centres undefined)
 : 8	3.4	0.8	1	16	0.4	-6	5	i	-13
COc1ccc(CN(C2CCCC2)S(=O)(=O)c2ccc(-n3cnnn3)cc2)cc1
 : -7	0.2	-0.5	-2	8	0.9	-4	-7	i	0
O=C(/C=C/c1cccc(F)c1)Nc1nccs1
 : -4	0.9	0.2	-2	-1	-0.2	-8	2	i	-8
Cc1ccc(C)c2sc(NC(=O)CN3C(=O)CCC3=O)nc12
 : -9	-1.3	-0.5	0	2	-1.4	-12	-2	i	-7
CSc1nnc2c3ccccc3n(CCc3ccccc3)c2n1
 : 1	0.7	-1.3	1	15	-0.1	-16	-3	i	7
Cc1cc2ccccn2c1C(=O)c1cccc(F)c1
 : -4	2.5	0.2	0	-1	0.9	-16	1	i	-9
O=[N+]([O-])c1cccc(S(=O)(=O)NCCc2cccs2)c1
 : 0	-0.5	0.2	4	0	0.8	-20	-4	i	-7
